High-throughput results: PubChem, Southern Research Specialized Biocontainment Screening Center
VEEV TC-83 Vero: inhibitors of VEEV TC-83 cytopathic effect, confirmation, Vero cells (AID 588727); 350,000 tested, 0.13% active; Vero cells, VEEV TC-83 cytopathic effect inhibition; higher % means a stronger effect; inhibition, % at 20 µM, or IC50 in µM where a hit was titrated; in the data active = a potency from the dose series; inconclusive = inhibition mostly from about 14% at the one dose, without a potency; inactive = the rest, 99 in 100 with inhibition below about 12%; note: strong numbers were not always called active
PhoP GFP inhibition: PhoP regulon inhibitors, Salmonella typhi PhoP promoter GFP reporter, confirmatory (AID 1850); Salmonella Typhi PhoP-promoter GFP reporter, fluorescence, 4 h; higher % means a stronger effect; inhibition, % at 50 µM; hits with a dose series show IC50 in µM; 310,000 tested, 0.33% active; in the data active = a potency from the dose series; inconclusive = inhibition mostly from about 25% at the one dose, without a potency; inactive = the rest, 99 in 100 with inhibition below about 19%;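 note: 0% = induced wells with vehicle and 100% = uninduced wells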
M. tuberculosis: growth inhibition of non-replicating M. tuberculosis (AID 488890); 320,000 tested, 0.39% active; Mycobacterium tuberculosis non-replicating, growth inhibition; higher % means a stronger effect; inhibition, % at 25 µM, or IC50 in µM where a hit was titrated; in the data active = a potency from the dose series; inconclusive = inhibition mostly from about 82% at the one dose, without a potency; inactive = the rest, 99 in 100 with inhibition below about 76%;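 note: plate controls were DMSO cells for no effect and high antibiotic wells for full effect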
H37Rv inhibition: M. tuberculosis growth inhibition, HTS (AID 449762). M. tuberculosis H37Rv growth inhibition, 7H9 media; higher % means a stronger effect. inhibition, % at 25 µM; hits with a dose series show IC50 in µM. 330,000 tested, 0.59% active; in the data active = a potency from the dose series; inconclusive = inhibition above about 70% without an active follow-up result;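 note: bacterial growth assessed after seven days of incubation; strong numbers were not always called active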
H1N1 NS1A inhibition: H1N1 influenza NS1A inhibitors, functional cell based assay (AID 504329). one-dose inhibition, % at 12.5 µM; IC50 in µM for titrated hits. NS1A functional cell-based assay, percent inhibition; higher % means a stronger effect. 340,000 tested, 0.3% active; in the data active = a potency from the dose series; inconclusive = inhibition above about 27% without an active follow-up result; note: strong numbers were not always called active
VEEV TC-83 Vero 10K pilot screen: also measured in VEEV TC-83 Vero; calls as there; inhibition, %; measured here: 10K pilot screen inhibition
An asterisk follows results filed as active. Compounds as they come; overall some 1.6% were active at least once.

`O=C1c2ccccc2C2(c3ccccc3)NCCN12` (stereo not drawn) gave VEEV TC-83 Vero inactive, PhoP GFP inhibition 9%, M. tuberculosis -10%, H37Rv inhibition -5%, H1N1 NS1A inhibition 19% and VEEV TC-83 Vero 10K pilot screen 0.1.
Screening CC(C)(C)[C@H]1C=C(C(=O)NCc2ccccc2)O[C@@H](OCCCCO)C1 returned VEEV TC-83 Vero 2.4%, PhoP GFP inhibition 14%, M. tuberculosis 20%, H37Rv inhibition 4% and H1N1 NS1A inhibition -8%.
`Cc1ccc(C)c(NC(=S)NC2CC3CCC(C2)N3Cc2ccco2)c1` (stereo not drawn) gave VEEV TC-83 Vero inactive, PhoP GFP inhibition 4%, M. tuberculosis 20%, H37Rv inhibition -7% and H1N1 NS1A inhibition -3%.
CCN(CC)c1ccc(NC(=O)COC(=O)c2ccc3ccccc3n2)cc1 was read as VEEV TC-83 Vero 1.3%, PhoP GFP inhibition -2%, M. tuberculosis 43%, H37Rv inhibition -1% and H1N1 NS1A inhibition 17%.
For CC(=O)NC(Cc1cccc(C)c1)C(=O)NC1CCN(c2ncccc2[N+](=O)[O-])CC1 (stereo not drawn) the results were VEEV TC-83 Vero 0.6%, PhoP GFP inhibition -4%, M. tuberculosis -22%, H37Rv inhibition -4% and H1N1 NS1A inhibition -2%.
`Cc1ccc(S(=O)(=O)Nc2ccc(S(=O)(=O)Nc3cc(C)nc(C)n3)cc2)cc1` gave VEEV TC-83 Vero 1.2%, PhoP GFP inhibition -1%, M. tuberculosis 25%, H37Rv inhibition 2% and H1N1 NS1A inhibition -11%.
Cc1c(Cl)cccc1NC(=O)NNC(=O)CCc1ccccc1 was read as VEEV TC-83 Vero 3.3%, PhoP GFP inhibition -8%, M. tuberculosis 4%, H37Rv inhibition 4% and H1N1 NS1A inhibition -17%.
COc1ccc(Cl)cc1NC(=O)NC(C)C(C)(C)C (stereo not drawn) was read as VEEV TC-83 Vero inactive, PhoP GFP inhibition -2%, M. tuberculosis 14%, H37Rv inhibition -2% and H1N1 NS1A inhibition 3%.
N/C(=N\OC(=O)c1cccc(Cl)c1)c1ccncc1 was read as VEEV TC-83 Vero inactive, PhoP GFP inhibition 11%, M. tuberculosis 56%, H37Rv inhibition 3% and H1N1 NS1A inhibition 1%.
For O=C(COc1ccccc1)c1cn(Cc2ccccc2)c2ccccc12 the results were VEEV TC-83 Vero 0.8%, PhoP GFP inhibition -5%, M. tuberculosis 17%, H37Rv inhibition 5% and H1N1 NS1A inhibition 9%.
`N/C(=N\OC(=O)CC(c1ccccc1)c1ccccc1)c1cccnc1` gave VEEV TC-83 Vero 7.0%, PhoP GFP inhibition 3%, M. tuberculosis 18%, H37Rv inhibition 0% and H1N1 NS1A inhibition -5%.
`CCOC(=O)c1sc(NC(=O)C(OC(C)=O)c2ccccc2)nc1C` (stereo not drawn) gave VEEV TC-83 Vero 1.1%, PhoP GFP inhibition -8%, M. tuberculosis -9%, H37Rv inhibition -5% and H1N1 NS1A inhibition 4%.
`COc1ccc(OC)c(/C(O)=C/C(=O)C(=O)Nc2cc(C)ccc2OC)c1` gave VEEV TC-83 Vero 2.1%, PhoP GFP inhibition -12%, M. tuberculosis 36%, H37Rv inhibition 11% and H1N1 NS1A inhibition -7%.
Screening COc1ccc(/C=N/NC(=O)c2cc(C(C)(C)C)[nH]n2)cc1COc1ccc(F)cc1F returned VEEV TC-83 Vero 8.3%, PhoP GFP inhibition 2%, M. tuberculosis 30%, H37Rv inhibition 9% and H1N1 NS1A inhibition -1%.
`O=C1C(Cl)=C(NCC2CCCO2)C(=O)N1CCc1ccccc1` (stereo not drawn) gave VEEV TC-83 Vero 2.5%, PhoP GFP inhibition -1%, M. tuberculosis 16%, H37Rv inhibition -10% and H1N1 NS1A inhibition 14%.
O=C(CSc1nc2scc(-c3cccs3)c2c(=O)n1CCc1ccccc1)N1CCCC1 was read as VEEV TC-83 Vero 2.6% and H1N1 NS1A inhibition -23%.
NS(=O)(=O)c1cc2c(cc1Cl)NC(c1ccccc1OCC(=O)O)NS2(=O)=O (stereo not drawn) was read as VEEV TC-83 Vero inactive, PhoP GFP inhibition 5%, M. tuberculosis -5%, H37Rv inhibition 4% and H1N1 NS1A inhibition 4%.
Screening CC(=O)NNS(=O)(=O)c1scc(S(=O)(=O)c2ccc(Cl)cc2)c1C returned VEEV TC-83 Vero 0.9%, PhoP GFP inhibition -4%, M. tuberculosis -15%, H37Rv inhibition -6% and H1N1 NS1A inhibition -13%.
COC(=O)C1=C(c2cccc(OCc3ccccc3)c2)C[C@@H]2CC[C@H]1N2C(=O)NCc1cccc(C(F)(F)F)c1 was read as VEEV TC-83 Vero 3.7%, M. tuberculosis 5%, H37Rv inhibition 14% and H1N1 NS1A inhibition -4%.
COc1cccc(S(=O)(=O)NCc2ccc(C(=O)N3CCN(c4ccccc4OC)CC3)cc2)c1 was read as VEEV TC-83 Vero 8.0%, PhoP GFP inhibition -3%, M. tuberculosis 23%, H37Rv inhibition 3% and H1N1 NS1A inhibition 19%.
For CC1=NN(c2ccc(Cl)c(C(=O)O)c2)C(=O)C1 the results were VEEV TC-83 Vero 0.5%, PhoP GFP inhibition -10%, M. tuberculosis 2%, H37Rv inhibition 9% and H1N1 NS1A inhibition 3%.
For CCC(=O)N1c2ccc(S(=O)(=O)CCC(=O)NCCC3=CCCCC3)cc2CC1C (stereo not drawn) the results were VEEV TC-83 Vero inactive, PhoP GFP inhibition -3%, M. tuberculosis 14%, H37Rv inhibition -1% and H1N1 NS1A inhibition 7%.
Screening CN1C(=O)CC(n2c(CO)nc3ccccc32)C1=O (stereo not drawn) returned VEEV TC-83 Vero 0.3%, PhoP GFP inhibition 2%, M. tuberculosis 6%, H37Rv inhibition 4% and H1N1 NS1A inhibition 7%.
Screening COc1ccccc1/C=C/C(=O)Nc1nc(N)n(-c2ccccc2)n1 returned VEEV TC-83 Vero 6.7%, PhoP GFP inhibition -5%, M. tuberculosis -4%, H37Rv inhibition 0% and H1N1 NS1A inhibition -1%.

The last two records of the part above are carried over, then new ones follow.
Screening CN1C(=O)CC(n2c(CO)nc3ccccc32)C1=O (stereo not drawn) returned VEEV TC-83 Vero 0.3%, PhoP GFP inhibition 2%, M. tuberculosis 6%, H37Rv inhibition 4% and H1N1 NS1A inhibition 7%.
Screening COc1ccccc1/C=C/C(=O)Nc1nc(N)n(-c2ccccc2)n1 returned VEEV TC-83 Vero 6.7%, PhoP GFP inhibition -5%, M. tuberculosis -4%, H37Rv inhibition 0% and H1N1 NS1A inhibition -1%.
For CC(=O)c1ccc(N2CCN(C(=O)c3ccc(Cl)c(S(=O)(=O)NC4CC4)c3)CC2)c(F)c1 the results were VEEV TC-83 Vero 4.4% and H1N1 NS1A inhibition -5%.
For Cc1cccc(C2c3[nH]c4ccccc4c3CCN2Cc2cnn(-c3ccc(F)cc3)c2)n1 (stereo not drawn) the results were VEEV TC-83 Vero inactive, PhoP GFP inhibition -16%, M. tuberculosis 52%, H37Rv inhibition 6% and H1N1 NS1A inhibition 7%.
`N#C/C(=C1/C(=O)Nc2ccc(Br)cc21)c1ccccn1` gave VEEV TC-83 Vero 1.9%, PhoP GFP inhibition -6%, M. tuberculosis 25%, H37Rv inhibition 3% and H1N1 NS1A inhibition -4%.
`COc1ccccc1CNC(=O)Cc1c[nH]c2ccccc12` gave VEEV TC-83 Vero inactive, PhoP GFP inhibition 15%, M. tuberculosis 19%, H37Rv inhibition 8% and H1N1 NS1A inhibition 2%.
Screening CC(=O)Oc1ccc(C(=O)Nc2cc(C)on2)cc1 returned VEEV TC-83 Vero 0.3%, PhoP GFP inhibition 3%, M. tuberculosis 8%, H37Rv inhibition 0% and H1N1 NS1A inhibition -1%.
For CCOC(=O)C1C(=O)C=C(c2ccc(Br)cc2)CC1c1ccco1 (stereo not drawn) the results were VEEV TC-83 Vero 4.5%, PhoP GFP inhibition -1%, M. tuberculosis 9%, H37Rv inhibition -2% and H1N1 NS1A inhibition 10%.
CCN1/C(=C2\C(=O)N(C)C(=S)N2C)C=Cc2ccccc21 was read as VEEV TC-83 Vero 1.6%, PhoP GFP inhibition -7%, M. tuberculosis -9%, H37Rv inhibition 9% and H1N1 NS1A inhibition 7%.
Screening NC(=S)NC1CC2CC1C1C=CCC21 (stereo not drawn) returned VEEV TC-83 Vero inactive, PhoP GFP inhibition -1%, M. tuberculosis 17%, H37Rv inhibition -11% and H1N1 NS1A inhibition -4%.
O=C(COc1ccccc1)NCc1nnc(SCC(=O)Nc2nccs2)n1-c1ccccc1 was read as VEEV TC-83 Vero 0.3%, PhoP GFP inhibition -7%, M. tuberculosis 1%, H37Rv inhibition 4% and H1N1 NS1A inhibition -9%.
For CCOC(=O)C1CCN(c2c(Nc3ccc(C)c(C)c3)c(=O)c2=O)CC1 the results were VEEV TC-83 Vero inactive, PhoP GFP inhibition -11%, M. tuberculosis 7%, H37Rv inhibition -12% and H1N1 NS1A inhibition -1%.
Screening CC(=O)Oc1ccccc1-n1c(C)nc(=O)c(-c2ccccc2)c1C returned VEEV TC-83 Vero 0.1%, PhoP GFP inhibition 2%, M. tuberculosis -5% and H37Rv inhibition -12%.
Screening NNC(=O)c1ccc(Cn2cc(Cl)cn2)cc1 returned VEEV TC-83 Vero 0.2%, PhoP GFP inhibition 0%, M. tuberculosis -13%, H37Rv inhibition 5% and H1N1 NS1A inhibition -8%.
Screening c1ccc(Cc2nc3ccccc3n2Cc2ccccc2)cc1 returned VEEV TC-83 Vero inactive, PhoP GFP inhibition 12%, M. tuberculosis 34%, H37Rv inhibition -16% and H1N1 NS1A inhibition -2%.
Screening Cn1c(Cc2ccccc2)nnc1SCC(=O)Nc1ccc(N2CCOCC2)cc1 returned VEEV TC-83 Vero inactive, PhoP GFP inhibition 2%, M. tuberculosis -2%, H37Rv inhibition -1% and H1N1 NS1A inhibition 7%.
Screening COc1ccc(CCNC(=O)C(=O)NCCOc2ccccc2)cc1OC returned VEEV TC-83 Vero 1.1%, PhoP GFP inhibition -5%, M. tuberculosis 41%, H37Rv inhibition 3% and H1N1 NS1A inhibition -1%.
Cc1ccc(S(=O)(=O)N(C)CC(=O)OCC(=O)N2CCCC2=O)cc1 was read as VEEV TC-83 Vero 1.8%, PhoP GFP inhibition 4%, M. tuberculosis -3%, H37Rv inhibition -2% and H1N1 NS1A inhibition 5%.
For O=C(CSc1n[nH]c(-c2ccncc2)n1)c1ccccc1 the results were VEEV TC-83 Vero 1.4%, PhoP GFP inhibition 3%, M. tuberculosis 14%, H37Rv inhibition -1% and H1N1 NS1A inhibition 1%.
`COc1ccc(NC(=O)CN(C)S(=O)(=O)c2cccc3cccnc23)cc1` gave VEEV TC-83 Vero 1.9%, PhoP GFP inhibition -5%, M. tuberculosis 0%, H37Rv inhibition -5% and H1N1 NS1A inhibition 10%.
NC(=O)c1oc2ccccc2c1NC(=O)c1nc2ccccc2s1 was read as VEEV TC-83 Vero 4.0%, PhoP GFP inhibition 4%, H37Rv inhibition -3% and H1N1 NS1A inhibition 0%.
For Cc1ccsc1C(=O)OCC(=O)c1cc2ccccc2o1 the results were VEEV TC-83 Vero 0.8%, PhoP GFP inhibition -7%, M. tuberculosis inconclusive, H37Rv inhibition inconclusive and H1N1 NS1A inhibition 5%.
`Cn1cncc1C#Cc1c(C=O)[nH]c2ccccc12` gave VEEV TC-83 Vero 2.7%, M. tuberculosis 8%, H37Rv inhibition -2% and H1N1 NS1A inhibition -7%.
For Cc1ccc(-n2c(C)cc(/C=C3/C(=O)NC(=O)N(C)C3=O)c2C)cc1 the results were VEEV TC-83 Vero 2.5%, PhoP GFP inhibition -3%, M. tuberculosis 36%, H37Rv inhibition 3% and H1N1 NS1A inhibition -4%.
Screening Cc1ccc(OCCn2c(CCCO)nc3ccccc32)cc1 returned VEEV TC-83 Vero 4.1%, PhoP GFP inhibition -5%, M. tuberculosis -3%, H37Rv inhibition 6% and H1N1 NS1A inhibition -14%.
`Cc1n(C)c2cc(Cl)ccc2[n+]1Cc1ccccc1` gave VEEV TC-83 Vero 0.6%, PhoP GFP inhibition 14%, M. tuberculosis 12%, H37Rv inhibition -2% and H1N1 NS1A inhibition 6%.
For COc1ccc(N2C(=O)CSC23C(=O)N2c4c(cccc43)C(C)=CC2(C)C)cc1 (stereo not drawn) the results were VEEV TC-83 Vero inactive, PhoP GFP inhibition 3%, M. tuberculosis 21%, H37Rv inhibition -6% and H1N1 NS1A inhibition 5%.
